# Insulin prom up = insulin promoter activators in MIN6 cells, imaging, high-content screening, mouse beta cells; MIN6 insulin promoter-GFP reporter; stronger effect = higher value; z-score at 5 µM; 190,000 tested, 0.3% active;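 active means z-score above 3 at 5 µM with at least 500 cells counted in the well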
# Autophagy HCS = autophagy modulators in MEF cells, primary screen, imaging, high-content, MEF GFP-LC3 | MEF GFP-LC3 puncta imaging; test concentration mostly 10 µM | calls only at 10 µM (by protocol) | 190,000 tested, 0.98% active | AID 463193, 2010;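 active means percentage of spot-positive cells more than 3 SD above its plate mean, without a fluorescence outlier flag or 80% toxicity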;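 further: spot-positive cell cutoff set from DMSO-treated cells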
# T cell modulator = modulators of CD8 T cell-vesicle binding, primary screen, mouse 2C CD8+ T cells, flow cytometry | calls only at 7 µM | 2C CD8+ T cell-vesicle binding; stronger effect = lower value | 330,000 tested, 0.068% active;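 active means response, share of CD8 T cells binding vesicles, and their 90th percentile fluorescence all below set limits, cut at about 80% in these data, passing the limit was not always enough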
#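 System: murine 2C transgenic CD8+ T lymphocytes; also added: QL9-loaded Drosophila micro-vesicles; times: binding 1.5 h at 37 °C; measured by: flow cytometry, PE anti-B7-1 (FL2) versus Alexa647 anti-CD8 (FL8), PFA-fixed; control set: Peptide-free naked vesicles (low) and QL9 vesicles with 0.7% DMSO vehicle (high)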
# b-catenin transl = modulators of beta-catenin nuclear translocation, primary screen, imaging, HeLa cells, immunofluorescence, high-content. nuclear translocation activity, % at 5 µM. 190,000 tested, 0.3% active. AID 1665, 2009;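 active means nuclear translocation activity above 50% at 5 µM, with a well cell count of 50 or more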;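 further: per-cell ratio of nuclear to cytoplasmic median beta-catenin stain intensity; plate controls were DMSO negative control for no effect and GSK-3 inhibitor IX positive control for full effect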
#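 Read-out: Nuclear/cytoplasmic beta-catenin signal ratio, % activation | Assay system: Human HeLa cell line | Times: 24 h compound exposure at 37°C, 5% CO2 | Signal: Fluorescence imaging of beta-catenin antibody stain plus DAPI | Dosing: 5 µM primary, 0.02–20 µM confirmation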
# Lipid droplet = inhibitors of hepatocyte lipid droplet formation, primary screen, imaging, high-throughput imaging, BODIPY stain. AML12 mouse hepatocytes, oleate lipid droplets. inhibition, % at 6.5 µM. 240,000 tested, 0.4% active. AID 1656, 2009;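 active means lipid droplet intensity inhibited by at least 50%, with more than 500 cells counted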
#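 Assay system: AML12 mouse liver cells | Compound dosing: One dose, 6.5 µM compound | Read-out basis: Droplet intensity reduction, % inhibition | Measured by: Fluorescence imaging, 20x objective, two fields per well | Schedule: Overnight treatment with compound plus oleate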
# Myeloid diff MLP = induction of myeloid progenitor differentiation, primary screen, cell-based, flow cytometry, MLPCN library; ER-HoxA9 myeloid progenitors, lysozyme-GFP differentiation; calls only at 10 µM; 360,000 tested, 1% active; AID 624256, 2012;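 active means normalized GFP-positive differentiation at or above the plate's own cutoff, the solvent-only control mean plus 3 SD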;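 further: cells exposed to compound for four days before flow analysis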
# West Nile virus CPE = West Nile virus antiviral activity, cell-based, CPE readout (AID 1621) | West Nile virus-infected cells, CPE inhibition; higher % means a stronger effect | CPE inhibition, % at 10 µM; hits with a dose series show IC50 in µM | 290,000 tested, 0.02% active; in the data active means a potency from the dose series; further: strong numbers were not always called active
# MT stabilize HCS = microtubule stabilizers in HeLa cells, primary screen, imaging, high-content imaging | HeLa tubulin immunostaining HCS, 24 h; share of cells brighter than vehicle mean+2SD | % tubulin-high responders, % at 10 µM | 200,000 tested, 0.83% active;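 active means plate Z-score above 3 for both tubulin-high and condensed-nucleus cell shares, with cell loss under 80%, at 10 µM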;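 further: anti alpha tubulin signal scored within the nucleus-defined area of each cell; some results filed as inactive read as strong as hits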
# WT yeast gro inh = growth inhibition of WT strain, primary screen, mitochondrial fusion inhibitor project, WT and mutant strains, chemical genetic | AID 1362, 2008 | 190,000 tested, 2.1% active | mitochondrial fusion phenotypic screen | inhibition, % at 10 µM; in the data active means inhibition above about 58%; tested in S. cerevisiae
# WT yeast gro inh mutant strain = also measured in WT yeast gro inh; calls as there; inhibition, %; mitochondrial fusion phenotypic screen, mutant strain inhibition
# Insulin prom up cell count = also measured in Insulin prom up; calls as there; cell count; measured here: cytotoxicity, nuclei count;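 total cells summed across four imaged fields per well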
# Lipid droplet cells 6.5 µM = also measured in Lipid droplet; calls as there; cell count; measured here: cell count, cytotoxicity flag;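 cells counted across two imaged fields per well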
# b-catenin transl cell count 5 µM = recorded beside b-catenin transl, whose call it bears; cell count; measured here: cell count, cytotoxicity flag
# T cell modulator vesicle-bound % = further read-out of T cell modulator, marked with its call; double positive events, %; measured here: CD8+ vesicle-bound cell fraction;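 binding gate set so that unloaded-vesicle control wells show 10% double positive cells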
# MT stabilize HCS Hoechst-high % = further read-out of MT stabilize HCS, marked with its call; % Hoechst-high responders; measured here: nuclear condensation Hoechst responders;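 share of cells brighter than vehicle mean plus two SD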
# MT stabilize HCS cytotoxicity % = further read-out of MT stabilize HCS, marked with its call; toxicity, %; measured here: cytotoxicity by cell density;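 0% = mean cell density of plate MIN control wells and 100% = no cells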
# Autophagy HCS cell loss 18 h = second read-out of Autophagy HCS, no call of its own (marks repeat the call); toxicity, %; measured here: cell loss, nuclei count;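 cell loss after 18 h compound exposure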
# Myeloid diff MLP GFP+ MAC1+ % = recorded beside Myeloid diff MLP, whose call it bears; GFP+ MAC1+ double positive, %; measured here: differentiation confirmed by MAC1 staining
# Active calls of the source: *; i = inactive; nt = not tested or not shown.
SMILES,Insulin prom up,Insulin prom up cell count,Autophagy HCS,Autophagy HCS cell loss 18 h,T cell modulator,T cell modulator vesicle-bound %,b-catenin transl,b-catenin transl cell count 5 µM,Lipid droplet,Lipid droplet cells 6.5 µM,Myeloid diff MLP,Myeloid diff MLP GFP+ MAC1+ %,West Nile virus CPE,MT stabilize HCS,MT stabilize HCS Hoechst-high %,MT stabilize HCS cytotoxicity %,WT yeast gro inh,WT yeast gro inh mutant strain
O=C(C1c2ccccc2C(=O)N2CCc3ccccc3C12)N1CCN(Cc2ccccc2)CC1 (stereo not drawn),-0.06,1413,i,26,i,26,-1.0,1445,nt,nt,i,0.4,-1.2%,1.3,1.1,6.2,-7,3
Cc1cc(C)c2nc(SCC#N)cc(C)c2c1,-1.6,1059,i,-8,i,13,2.6,958,nt,nt,i,0.7,0.5%,3.6,2.2,2.4,31,3
O=S(=O)(NCCc1ccccc1F)c1cccc(S(=O)(=O)N2CCOCC2)c1,0.44,1778,i,-4,i,19,-1.0,1065,-4,544,i,3.5,-0.9%,2.0,1.6,5.3,-7,-6
Cc1ccc(NC(=O)C2CCN(C(=O)[C@@H]3Cc4ccccc4CN3)CC2)c(C)c1,nt,nt,nt,nt,i,11,nt,nt,-1,747,i,0.6,-0.3%,nt,nt,nt,nt,nt
CC1CN(C(=O)c2cc3c(=O)n4ccccc4nc3n2C)CC(C)O1 (stereo not drawn),nt,nt,nt,nt,i,32,nt,nt,0,663,i,8.3,0.0%,nt,nt,nt,nt,nt
CC(C)Cn1c(N)c(C(=O)COC(=O)c2ccccc2F)c(=O)n(C)c1=O,-0.11,1315,i,-3,i,24,-1.9,1092,1,703,i,0.1,-1.0%,1.9,3.0,11,-12,-14
Cc1ccc(Cn2c([N+](=O)[O-])cnc2C)cc1,-0.14,1302,i,-5,i,0,3.5,1139,-32,488,i,0.2,-1.1%,4.4,1.8,2.3,25,19
CCOCCCNC(C(=O)Nc1ccc(OC)c(Cl)c1)c1ccccc1 (stereo not drawn),-0.16,1076,i,4,i,57,-1.7,1049,0,699,i,0.4,-0.4%,5.1,2.5,9.4,-4,7
CCOC(=O)CSc1nc(N)c(C#N)cc1C#N,-0.46,1407,i,3,i,63,nt,nt,-1,680,i,0.1,0.0%,3.3,3.4,12,-4,2
O=C(NNC(=O)c1nc(Cl)ccc1Cl)c1ccc(F)cc1,nt,nt,nt,nt,i,37,nt,nt,1,767,i,0.5,-0.1%,nt,nt,nt,nt,nt
CC1=NN(C(=O)c2ccc(Cn3cc(Br)c([N+](=O)[O-])n3)o2)C(O)(C(F)(F)F)C1 (stereo not drawn),0.89,1403,i,15,i,52,-1.8,575,-5,693,i,0.8,-0.5%,2.3,2.0,9.6,0,-14
N#C/C(=C\c1ccc(OCCN2CCOCC2)cc1)C(=O)Nc1ccccc1F,nt,nt,nt,nt,i,75,nt,nt,1,687,i,1.1,-0.1%,nt,nt,nt,nt,nt
CC(=O)Nc1ccc2nc(N)sc2c1,nt,nt,i,-7,i,42,nt,nt,nt,nt,i,1.9,1.2%,2.0,2.3,8.2,-4,4
O=C(O)CCSc1nc2ccccc2n1CCOc1ccccc1,0.08,1319,i,4,i,31,-2.5,1148,nt,nt,i,5.3,1.6%,9.5,2.7,8.0,3,6
CCOC(=O)N1CCC(n2c(SCC(=O)Nc3nccs3)nc3ccsc3c2=O)CC1,-0.17,1293,i,8,i,30,1.7,1351,nt,nt,i,3.9,1.0%,1.8,2.9,17,6,10
O=C1CCC/C1=C\Nc1ccc(Cl)c([N+](=O)[O-])c1,-0.31,1123,nt,nt,i,57,0.2,1323,6,757,i,0.7,-0.5%,nt,nt,nt,nt,nt
CCOC(=O)N1CCC(NS(=O)(=O)c2ccc3c(c2)C(C)(C)C(=O)N3C)CC1,0.3,1537,i,-4,i,18,-0.5,1357,nt,nt,i,0.4,-0.4%,4.1,2.7,9.4,-3,-18
CCCCCNC(=O)Cc1ccc(OC)cc1,-0.6,1133,i,4,i,17,-1.4,1143,2,761,i,0.6,0.0%,2.9,3.3,7.8,7,15
COC(=O)c1ccccc1NC(=O)C1CCN(S(C)(=O)=O)CC1,0.2,1894,i,-1,i,45,-1.1,1140,23,665,i,1.1,-0.4%,2.9,1.4,2.6,3,6
CCOC(=O)C1(Cc2cccc(F)c2)CCN(CC(O)CO)CC1 (stereo not drawn),-0.42,1147,nt,nt,i,37,-0.2,1289,6,725,i,0.0,-0.3%,nt,nt,nt,nt,nt
O=C(COC(=O)C1CC(=O)N(c2ccc3c(c2)OCCO3)C1)Nc1ccc2c(c1)CCC2 (stereo not drawn),0.06,1208,i,4,i,9,0.0,897,nt,nt,i,1.0,0.3%,3.2,1.8,4.3,11,15
Cc1ccc(NC(=O)COC(=O)Cc2ccsc2)cc1S(=O)(=O)N(C)C,0.29,1181,nt,nt,i,10,-0.5,1317,-8,741,i,0.1,1.4%,nt,nt,nt,nt,nt
CCC(C)[C@H](N)c1nnc(SCC(=O)Nc2ccc(C)cc2C)o1 (stereo partly drawn),nt,nt,nt,nt,i,2,nt,nt,-1,762,i,0.9,-0.2%,nt,nt,nt,nt,nt
CC(C)(C)NC(=O)Cn1nnc(-c2ccccc2NC(=O)c2ccco2)n1,nt,nt,i,-5,i,54,nt,nt,nt,nt,i,0.9,-0.1%,2.7,1.5,6.4,-9,9
COc1ccc(-n2ncc3c2CC(C)(C)CC3NC(=O)c2oc(C)cc2C)cc1 (stereo not drawn),nt,nt,nt,nt,i,4,nt,nt,-2,768,i,0.8,0.1%,nt,nt,nt,nt,nt
COc1ccc(-c2nn(-c3ccccc3)cc2C(=O)O)cc1OC,0.49,880,i,-8,i,45,nt,nt,17,796,i,8.0,0.2%,2.6,0.9,6.7,3,3
O=C(CCCOc1ccccc1)N1CCN(c2ccccn2)CC1,-0.86,1177,i,1,i,30,0.8,1022,0,797,i,1.2,0.0%,2.8,2.1,7.6,4,7
COc1ccc(NC(=O)CCNC(=O)Cn2ccc3ccccc3c2=O)cc1OC,nt,nt,nt,nt,i,17,nt,nt,-3,755,i,1.4,0.2%,nt,nt,nt,nt,nt
CCC(c1nnnn1CCOC)N1CCN(c2nc3ccccc3s2)CC1 (stereo not drawn),-0.03,1134,i,2,i,22,-1.0,1565,-36,655,i,0.6,-1.1%,1.4,2.4,4.6,11,-13
Cc1cc(C)n(/N=C/c2cccs2)c(=O)c1C#N,nt,nt,i,9,i,20,-0.1,947,0,510,i,0.2,0.1%,3.2,3.4,6.7,-6,-14
COC(=O)C1=C(C)Nc2nnnn2C1c1ccco1 (stereo not drawn),nt,nt,i,-4,i,6,nt,nt,-5,688,nt,nt,0.4%,3.1,1.0,4.0,-6,5
CCOC(=O)c1cc(OC(=O)c2ccccc2Br)n(-c2ccccc2)n1,nt,nt,i,-3,i,44,-9.5,1120,8,745,i,11,0.0%,0.6,2.7,11,1,-15
COc1ccc(/C=C2\SC(=O)N(CCC(=O)N(C)C3CCS(=O)(=O)C3)C2=O)cc1 (stereo not drawn),nt,nt,nt,nt,i,36,nt,nt,-3,635,i,2.3,-1.3%,nt,nt,nt,nt,nt
O=C1/C(=C/c2ccccc2O)SC(=S)N1Cc1cccnc1,0.08,1057,i,5,i,48,-0.2,812,-2,677,i,0.6,0.0%,1.5,0.7,5.0,10,-10
CCCc1n(CC(O)COC2CCCCC2)c2ccccc2[n+]1C (stereo not drawn),nt,nt,i,-23,i,42,0.4,1562,-6,730,i,0.9,1.6%,1.3,1.0,1.3,-1,-16
CNC(=O)CN(c1cc(OCCOC)c(Cl)cc1Cl)S(=O)(=O)c1ccccc1,0.31,1275,i,-13,i,31,-1.9,1053,5,671,i,0.2,nt,3.4,2.3,11,-9,-19
COc1ccc(C2N(S(=O)(=O)c3ccc(C)cc3)CCN2S(=O)(=O)c2ccc(C)cc2)cc1,-1.6,1022,i,-1,i,42,nt,nt,-5,759,i,1.6,-1.6%,1.4,2.1,12,9,-1
CN(C)[C@@H]1C(=O)C(C(=O)NCN2CCCC2)=C(O)[C@@]2(O)C(=O)C3=C(O)c4c(O)cccc4[C@@](C)(O)C3CC12 (stereo partly drawn),nt,nt,i,-2,nt,nt,nt,nt,0,718,nt,nt,0.1%,2.9,2.5,6.0,-7,-2
Cc1cc(C)nc(NS(=O)(=O)c2ccc(N/C=C3\CCCC3=O)cc2)n1,nt,nt,i,-5,i,18,1.3,536,9,771,i,0.6,-0.1%,3.0,2.5,3.6,17,12
N#Cc1c(-c2ccccc2)c(-c2ccccc2)nn(CC(=O)NNC(=O)Nc2ccc(Cl)c(Cl)c2)c1=O,0.39,741,i,-1,i,11,20,889,8,770,nt,nt,0.9%,21*,24*,52*,-4,-7
Cn1c(=O)[nH]c(=O)c2c1nc(CN1CCOCC1)n2CCCO,nt,nt,i,-10,i,28,nt,nt,nt,nt,i,7.3,0.1%,1.4,2.8,13,11,23

# Assay outcomes as filed in PubChem BioAssay.
